# Compound activity: PubChem BioAssay, several laboratories
# PfHsp90 yeast 2: growth inhibition of yeast expressing Plasmodium Hsp90; S. cerevisiae expressing PfHsp90, BacTiter-Glo ATP, 48 h; yeast lacking PDR1 and PDR3 efflux regulators; inhibition, % at 9.4 µM; 310,000 compounds, 0.32% hits; AID 504621;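 active = every replicate shows inhibition above about 80%, whatever the replicate mean, limit read from the data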;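 also: 0% = DMSO neutral controls and 100% = 20 µM radicicol positive controls; yeast relying on Plasmodium falciparum Hsp90 in place of its own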
# MOR-DOR inv ag: inverse agonist of human OPRM1-OPRD1 heterodimerization. P35372+P41143. inhibition, % at 9.3 µM. 340,000 compounds, 0.21% hits. cell-based MOR-DOR heterodimer luminescence, inverse agonism. AID 504357; in the data active = inhibition above about 22%, passing the limit was not always enough;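 also: 0% = cells with DMSO and 100% = wells without cells with DMSO; values of inactives mirror those of a sister screen read the other way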
# AddAB inh: less growth of phage-infected E. coli with AddAB | E. coli expressing H. pylori AddAB, absorbance growth | inhibition, % at 11.9 µM | 330,000 compounds, 0.29% hits | AID 435030; in the data active = inhibition above about 12%;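 also: 0% = vehicle wells of infected cells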
# phage Ecoli inh: E. coli growth loss with phage present. 360,000 compounds, 0.26% hits. inhibition, % at 11.9 µM. AID 651602. growth absorbance; in the data active = inhibition above about 11%
# E coli growth: counter-screen for AddAB inhibitors: E. coli growth inhibition; 330,000 compounds, 0.27% hits; inhibition, % at 11.9 µM; E. coli V3065 growth, OD600 absorbance, 18 h;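 active = inhibition above the campaign's mean inhibition across all tested compounds plus 3 SD, cut at about 9.9% in these data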;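 also: uninfected addAB+ strain grown without phage in ampicillin broth; 0% = DMSO wells and 100% = ciprofloxacin 0.95 µg/ml wells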
# OPRM1-OPRD1 ag: OPRM1-OPRD1 heterodimerization agonism. AID 504326. cells, luminescence. activation, % at 9.3 µM. 340,000 compounds, 0.3% hits. P35372+P41143; in the data active = activation above about 18%;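 also: 0% = vehicle-treated cells and 100% = reference agonist; values of inactives mirror those of a sister screen read the other way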
# SUMO Mot1 rescue: SUMOylation pathway inhibition by Mot1-301 growth rescue; 320,000 compounds, 1% hits; AID 2716; S. cerevisiae Mot1-301 growth rescue, ATP luminescence, 38.5C; percent above DMSO median, 100 means doubled; growth rescue, % at 18.8 µM;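 active = every valid replicate shows activation above 250% relative to neutral control wells; inactive = the rest, any valid replicate at or below 250%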;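 also: OY570 slx delta 5 strain wells were the positive control but not used for scaling; some compounds called inactive have numbers as strong as hits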
# Tat export inh: blocks Tat-dependent protein export in E. coli; E. coli MC4100 TorA-mCherry Tat export, fluorescence; inhibition, % at 10 µM; 340,000 compounds, 0.036% hits;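 active = mean replicate inhibition at least 50% and at least half of replicates individually reaching 50%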;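 also: exported cargo escapes ClpAP degradation while cytoplasmic cargo is degraded and loses fluorescence; 0% = median of neutral control wells and 100% = median of NaSCN control wells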
# HTR5A inv ag: counter-screen for OPRM1-OPRD1 inverse agonists: human HTR5A inverse agonism | 340,000 compounds, 0.083% hits | AID 504634 | HTR5A cell line, luminescence | P47898 | inhibition, % at 9.3 µM; in the data active = inhibition mostly above about 23%, no sharp cut-off; inactive = mostly below about 18%;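 also: 0% = cells with DMSO and 100% = no-cell wells with DMSO; some compounds called inactive have numbers as strong as hits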
# Target sequence (P47898 whole entry, looked up): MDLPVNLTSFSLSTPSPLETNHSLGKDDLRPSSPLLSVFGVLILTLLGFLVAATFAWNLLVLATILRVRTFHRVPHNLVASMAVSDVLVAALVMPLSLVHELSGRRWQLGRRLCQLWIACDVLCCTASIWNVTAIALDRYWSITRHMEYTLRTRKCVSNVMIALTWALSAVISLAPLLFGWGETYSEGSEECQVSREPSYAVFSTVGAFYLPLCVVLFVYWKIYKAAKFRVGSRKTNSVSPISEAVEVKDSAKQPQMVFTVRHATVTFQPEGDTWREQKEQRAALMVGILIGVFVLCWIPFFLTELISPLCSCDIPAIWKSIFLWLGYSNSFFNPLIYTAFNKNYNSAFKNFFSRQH
# PKA-R2B act: activates the human PKA-R2B holoenzyme complex; 340,000 compounds, 0.079% hits; PKA-R2B holoenzyme dissociation, Cy5-IP20 fluorescence polarization; R2B truncated from residue 108, S112A mutant; 0% DMSO only, 100% 113 µM cGMP; activation, % at 11.4 µM; P22694+P31323; AID 504700;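 active = activation above a cutoff set at the mean over all compounds plus 3 SD, cut at about 18% in these data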;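 also: higher means more holoenzyme dissociation and a rise in polarization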
# Target sequence (P31323 whole entry, looked up, other chains not shown, the tested form may be a part): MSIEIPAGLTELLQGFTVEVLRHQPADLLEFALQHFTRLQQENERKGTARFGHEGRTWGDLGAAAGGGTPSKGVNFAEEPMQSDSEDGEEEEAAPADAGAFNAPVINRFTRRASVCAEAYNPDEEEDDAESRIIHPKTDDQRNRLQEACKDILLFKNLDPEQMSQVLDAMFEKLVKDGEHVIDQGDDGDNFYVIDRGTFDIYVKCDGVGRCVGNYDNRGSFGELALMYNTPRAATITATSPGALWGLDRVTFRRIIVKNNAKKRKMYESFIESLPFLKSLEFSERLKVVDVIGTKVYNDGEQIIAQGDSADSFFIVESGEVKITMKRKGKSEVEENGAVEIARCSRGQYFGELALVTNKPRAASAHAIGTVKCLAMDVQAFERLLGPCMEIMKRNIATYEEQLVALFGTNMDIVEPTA
# PKA-R1A activ: activates the PKA-R1A holoenzyme complex; activation, % at 11.4 µM; AID 504707; 340,000 compounds, 0.083% hits; PKA-R1A dissociation, Cy5-IP20 fluorescence polarization; scaled: DMSO 0%, 113 µM cGMP 100%; P00514+P68181;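 active = percent activation above the mean of all tested compounds plus 3 SD, cut at about 19% in these data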;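 also: higher means more PKAc released from R1A so a rise in polarization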
# * = called active by the depositor; · = no result given.
SMILES,PfHsp90 yeast 2,MOR-DOR inv ag,AddAB inh,phage Ecoli inh,E coli growth,OPRM1-OPRD1 ag,SUMO Mot1 rescue,Tat export inh,HTR5A inv ag,PKA-R2B act,PKA-R1A activ
COc1cc(/C=N/NC(N)=S)ccc1OC(=O)c1ccc(C)cc1,·,-6,3.5,4.5,-0.4,1.1,·,0,21,-3,-5
COc1ccccc1[C@H]1C(c2ccccc2)=NN(c2ccccc2)[C@@H]1CO,-6,-40,2.0,·,-0.4,8.2,·,6,-2,-2,-12
COc1ccc(CNC(=O)CSc2nnc(C)n2-c2ccc(F)cc2)cc1,-12,21,-0.9,1.2,-0.9,-4.5,106,-4,-19,10,-1
O=C(Nc1sc2c(c1C(=O)O)CCCCC2)c1ccco1,-11,9,0.5,2.4,1.6,-1.9,-3,-3,0,2,-6
CCC(Oc1ccc(C)cc1)C(=O)Nc1ccc2c(c1)n(C)c(=O)n2C (stereo not given),-1,15,·,-0.4,·,-3.2,-7,-9,-13,-10,6
CC1Cc2ccccc2N1C(=O)CSc1nc2c(c(=O)n(C)c(=O)n2C)n1Cc1ccc(F)cc1 (stereo not given),7,0,4.2,4.9,-0.4,-0.1,-1,2,-3,-4,-3
Cc1ccc(C2CC(=O)C=C(NCC(C)C)C2)cc1 (stereo not given),31,7,0.7,3.2,-1.0,-1.7,-10,2,-13,2,2
CC(=O)CC(=O)Nc1ccc(Nc2ccccc2)cc1,14,3,1.0,1.3,0.2,-0.6,267,1,-1,7,-2
COc1ccc(CCNC(=O)COC(=O)/C=C/c2ccc(OCC#N)c(OC)c2)cc1OC,-1,-1,0.9,2.7,0.7,0.1,-14,-3,-21,5,-2
CSc1ncccc1C(=O)OCC(=O)c1ccccc1Br,-13,14,2.1,0.9,-0.9,-3.1,·,2,6,1,-3
COc1ccc(/C=N/N2C(=O)CSC2=S)cc1,6,5,3.1,-0.5,1.6,-0.9,-1,4,-4,5,8
CN1C(=O)CCC1(O)c1ccccc1 (stereo not given),·,9,-3.8,-0.9,-2.8,-1.8,-4,3,-4,-9,-6
COCCCn1c(C)cc(C(=O)COC(=O)C23CC4CC(CC(O)(C4)C2)C3)c1C,-1,-1,·,2.4,·,0.2,·,1,11,8,3
CC(C)c1cc(NC(=O)C(C)(C)C)cc(C(C)C)c1O,-12,9,0.9,-0.8,-0.9,-1.7,16,-2,-8,5,13
COc1ccc(OC)c(-n2nnnc2SCC(=O)Nc2ccc3c(c2)OCCO3)c1,-31,-11,0.4,0.3,-3.0,1.9,10,-1,8,-8,-4
Cc1cccc(C(=O)OCC(=O)NCCCc2ccccc2)c1O,1,-10,1.2,0.4,1.8,1.8,-16,-3,3,-9,-1
CNC(=S)NNC(=O)c1cccc(C(F)(F)F)c1,22,12,0.7,2.4,1.6,-2.1,3,5,24,-7,-2
CCOC(=O)c1sc2nc(C)nc(SCC(=O)N(CC)C3CCS(=O)(=O)C3)c2c1C (stereo not given),17,-3,1.1,5.2,2.2,0.4,-1,-2,-4,-6,-10
CCOCCCN1C(=O)CN(C2CCC(C)CC2)C(=O)C1c1ccc(C)cc1 (stereo not given),-32,-13,3.4,-3.5,-1.8,2.7,-1,-2,0,0,-2
O=C1C2C3C=CC(C3)C2C(=O)N1CCC(=O)N1CCc2ccccc21 (stereo not given),·,5,3.2,-1.1,1.6,-0.9,-23,2,-1,-7,23*
CCOC(=O)Cc1csc(NS(=O)(=O)Cc2ccccc2)n1,11,6,2.9,2.9,-0.3,-1.0,3,3,8,2,-5
CC(=O)c1cccc(S(=O)(=O)Nc2cccnc2)c1,1,-2,2.4,1.0,0.3,0.3,5,-4,-41,8,-3
CC(=O)c1oc2ccccc2c1NC(=O)CCCN1C(=O)c2ccccc2C1=O,5,9,-2.9,3.3,-1.4,-1.5,222,-4,-28,1,-2
CCOc1ccc(N2C(=O)Nc3ccccc3C2(O)C(=O)NCc2ccc(OC)cc2)cc1 (stereo not given),34,-6,2.0,3.4,1.3,1.1,10,6,21,-3,-3
O=C(c1ccc(F)cc1)N1CCN(Cc2ccccc2)CC1,6,12,3.9,0.9,1.9,-2.5,11,0,-11,-4,0
COc1ccc(CNC(=O)CN(c2cc(C)cc(C)c2)S(=O)(=O)c2c(C)[nH]c(=O)[nH]c2=O)cc1,37,2,2.4,1.9,-0.4,-0.3,3,-5,12,-5,6
Cc1cccc(N(CC(=O)NC2CCCC2)C(=O)CS(=O)CC(=O)Nc2ccc3c(c2)OCO3)c1C (stereo not given),·,2,0.5,1.4,1.1,-0.4,12,-3,8,-1,0
CCN(CC(=O)Nc1ccc(OC)cc1)CC(=O)Nc1ccc(Cl)cc1F,·,6,0.8,1.7,0.6,-1.1,-3,-5,13,-2,-2
CC1Cc2ccccc2N1C(=O)CSc1nnc2c(n1)[nH]c1ccccc12 (stereo not given),13,4,1.0,3.4,0.4,-0.7,-12,-2,-8,11,-3
COc1ccc(C(=O)NC(=S)NNC(=O)[C@H]2C[C@@H]2c2ccccc2)cc1OC,-7,23,-5.4,-1.6,-4.1,-4.8,-14,12,6,4,7
CCN(CCNC(=O)Cn1c(=O)sc2ccccc21)c1ccccc1,10,13,5.7,-0.6,1.0,-2.6,81,-2,3,-1,-8
COc1ccc(-c2oc(=O)n(C)c2-c2ccc(OC)cc2)cc1,-4,17,3.7,0.2,1.2,-3.3,7,-2,7,-14,-20
Cc1ccccc1C(=O)O/N=C(\c1ccccc1)c1ccccn1,-7,-2,2.7,2.1,-0.7,0.4,-8,9,13,1,4
Cc1cccc(CSCCNC(=O)c2ccc(CN3CCOCC3)cc2)c1,-5,2,4.7,3.8,-2.6,-0.4,-3,3,-3,3,5
COc1ccc(NC(=O)c2c(C)oc3c2CCCC3)cc1,19,10,-0.1,1.3,-1.4,-1.8,-6,2,14,-7,-12
Cc1ccc(C(CNS(=O)(=O)c2ccc(Cl)cc2)N2CCN(C)CC2)cc1 (stereo not given),0,-5,0.4,3.8,-1.3,0.7,7,-7,-15,2,13

# Among those listed so far, 3 contain a furan ring, fused or not.
SMILES,PfHsp90 yeast 2,MOR-DOR inv ag,AddAB inh,phage Ecoli inh,E coli growth,OPRM1-OPRD1 ag,SUMO Mot1 rescue,Tat export inh,HTR5A inv ag,PKA-R2B act,PKA-R1A activ
O=C(Nc1sc2c(c1C(=O)O)CCCCC2)c1ccco1,-11,9,0.5,2.4,1.6,-1.9,-3,-3,0,2,-6
CC(=O)c1oc2ccccc2c1NC(=O)CCCN1C(=O)c2ccccc2C1=O,5,9,-2.9,3.3,-1.4,-1.5,222,-4,-28,1,-2
COc1ccc(NC(=O)c2c(C)oc3c2CCCC3)cc1,19,10,-0.1,1.3,-1.4,-1.8,-6,2,14,-7,-12

# (further entries)
SMILES,PfHsp90 yeast 2,MOR-DOR inv ag,AddAB inh,phage Ecoli inh,E coli growth,OPRM1-OPRD1 ag,SUMO Mot1 rescue,Tat export inh,HTR5A inv ag,PKA-R2B act,PKA-R1A activ
O=C(COC(=O)CSc1cccc2cccc(Cl)c12)Nc1ncc(C(F)(F)F)cc1Cl,-51,-23,-12,2.4,-1.4,4.4,5,9,-18,-1,4
CC(=O)c1ccc(S(=O)(=O)N(C)CC(=O)Nc2cc(C)on2)cc1,·,9,·,-0.1,·,-1.4,·,1,1,-8,-7
CCN(CC)c1cc(C)c2ccccc2n1,·,2,3.8,0.9,1.8,-0.3,2,-5,5,17,0
Cn1ncc(Br)c1C(=O)Nc1cccc(C(F)(F)F)c1,-13,11,1.0,4.3,-0.1,-2.0,13,-5,-28,-15,-8
CCCc1nnc(NC(=O)c2oc3ccccc3c2COCC)s1,-10,3,·,0.6,·,-0.6,·,0,10,8,-7
COc1ccccc1NS(=O)(=O)c1cc(N/C(=N\S(=O)(=O)c2ccccc2)c2ccc(F)cc2)ccc1Cl,-92,8,-0.2,2.1,2.2,-1.6,-20,7,2,-5,-8
O=C(O)CN1C(=O)/C(=C\c2cc([N+](=O)[O-])ccc2OCc2ccccc2Cl)SC1=S,-11,-10,3.2,1.7,-1.4,1.3,-15,3,11,-9,-12
CCOc1ccc(Oc2ccc(NS(=O)(=O)c3cc(C(=O)O)ccc3Cl)cc2)cc1,-3,7,1.6,-0.6,-2.1,-1.8,-1,6,18,-10,5
Cc1nn(CCC(=O)N2CCN(S(=O)(=O)c3ccccc3)CC2)c(C)c1C,9,5,0.2,2.2,1.8,-0.8,49,10,-13,12,-7
CC(=O)c1ccc(N2CCN(CC(=O)Nc3ccccc3N3CCOCC3)CC2)cc1,·,-11,-1.0,0.6,-1.2,2.3,8,4,-4,0,-10
Cc1cc2c(C)cc(=O)oc2c2c1NCCC2,7,3,2.2,3.0,2.0,-0.5,217,4,6,1,-6
Cc1c(/C=C2\SC(=Nc3cccc(C(=O)O)c3)NC2=O)c2ccccc2n1C,-13,16,-2.0,-1.2,-2.7,-3.0,-18,3,16,1,-7

# 3 compounds picked at random from the list so far, as already listed:
SMILES,PfHsp90 yeast 2,MOR-DOR inv ag,AddAB inh,phage Ecoli inh,E coli growth,OPRM1-OPRD1 ag,SUMO Mot1 rescue,Tat export inh,HTR5A inv ag,PKA-R2B act,PKA-R1A activ
Cc1c(/C=C2\SC(=Nc3cccc(C(=O)O)c3)NC2=O)c2ccccc2n1C,-13,16,-2.0,-1.2,-2.7,-3.0,-18,3,16,1,-7
CCCc1nnc(NC(=O)c2oc3ccccc3c2COCC)s1,-10,3,·,0.6,·,-0.6,·,0,10,8,-7
CCOc1ccc(Oc2ccc(NS(=O)(=O)c3cc(C(=O)O)ccc3Cl)cc2)cc1,-3,7,1.6,-0.6,-2.1,-1.8,-1,6,18,-10,5

# Later entries.
SMILES,PfHsp90 yeast 2,MOR-DOR inv ag,AddAB inh,phage Ecoli inh,E coli growth,OPRM1-OPRD1 ag,SUMO Mot1 rescue,Tat export inh,HTR5A inv ag,PKA-R2B act,PKA-R1A activ
COCCCNc1nc(N)c([N+](=O)[O-])c(NCc2ccccc2)n1,-12,6,-1.8,0.2,-4.7,-1.2,56,2,10,5,8
CCO[C@H]1OC(C(=O)N2CCN(Cc3ccc4c(c3)OCO4)CC2)=C[C@@H](c2ccc3c(c2)OCO3)[C@@H]1CCCO,-1,5,1.8,1.2,-0.9,-0.8,3,7,0,3,7
CC(=O)C[C@H](O)CC(=O)[C@H]1OC(=O)[C@@H](C)CCCCc2ccccc21,-9,9,2.2,1.8,-3.2,-1.9,-7,-4,-4,6,-8
COc1cc2c(cc1NC(=O)CSc1nc3ccccc3[nH]1)oc1ccccc12,-30,-5,0.6,·,0.8,0.9,-8,-5,8,-2,-5
Cc1nc2ccc(NC(=O)c3ccc4ccccc4n3)cc2s1,-29,8,-0.3,1.5,1.3,-1.7,8,-4,16,-4,-2
N#CCCn1nnc2ccccc21,·,1,2.0,2.6,-3.2,-0.1,128,-6,-26,-6,-6
Cc1ccc(OCC(=O)NNC(=O)c2cc(C)[nH]n2)cc1,-7,2,3.1,1.0,0.0,-0.5,13,5,-3,-4,-3
CC(=O)c1c(C)[nH]c(C(=O)OCc2ccc([N+](=O)[O-])cc2)c1C,-24,-16,4.4,1.0,-2.5,1.9,73,0,-20,-5,-6
